# Compound activity: PubChem BioAssay, several laboratories
# CaV13 ICDI inh: Disruptors of the CACNA1D IQ motif to Ca2+-dependent inactivation inhibitor domain association, primary screening, Förster resonance energy transfer in intact living …. HEK cells, CFP/YFP FRET ICDI-IQ, plate reader, 10 min; percent FRET-ratio fall versus neutral wells. inhibition, % at 12.3 µM. 0.098% of 340,000 active. AID 743397;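 active = mean replicate inhibition of at least 30% and at least 1% of replicates passing that level; inconclusive = only one of the two criteria is met; inactive = neither criterion is met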;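 note: 0% = median of the neutral control wells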
# ABCB6 inh 2: ABCB6 transporter inhibitors, primary screen, K562-ABCB6 cells, flow cytometry, MLPCN library | ATP-binding cassette sub-family B member 6 (Homo sapiens), Q9NP58 | 0.19% of 360,000 active | K562-ABCB6 porphyrin accumulation, 1 h; stronger effect = lower value | fluorescence ratio to DMSO, % at 10 µM;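 active = fluorescence ratio to DMSO below 75%, the collection mean minus 3 SD; inconclusive = too few cells collected in the well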;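 note: signal is porphyrin accumulated inside mitochondria; 100% equals median channel fluorescence of DMSO control wells; lower ratio means ABCB6 inhibition with less porphyrin fluorescence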
# ABHD5-PLIN5 inh: ABHD5-PLIN5 interaction inhibitors, primary screen, cell lysate, split luciferase complementation, luminescence; Perilipin-5 (Homo sapiens) + 1-acylglycerol-3-phosphate O-acyltransferase ABHD5 (Homo …; Split G. princeps luciferase complementation, 4 h; inhibition, % at 4 µM; 0.78% of 360,000 active;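 active = inhibition above the mean inhibition across every tested compound plus 3 SD, cut at about 22% in these data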;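 note: 0% = DMSO only wells and the 100% control is not disclosed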
# N-glyco inh: increase of ERlucT glycosylation luciferase signal, primary screen, N-linked glycosylation inhibitor project, D54 ERlucT cells, luminescence, set 2. D54 ERlucT glycosylation luciferase reporter, 24 h; percent of 100 nM tunicamycin response. reporter increase, % at 12.5 µM. 0.23% of 360,000 active. AID 588692, 2011;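 active = mean luciferase reporter signal, scaled so untreated is 0 and the glycosylation-blocking control 100, at or above a set limit in every replicate; inconclusive = mean reaches the limit but not every replicate does; inactive = mean below the limit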;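 note: luciferase carries N-glycosylation sites so blocking glycosylation raises the light; 0% = median of neutral control wells and 100% = median of 100 nM tunicamycin wells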
# m5-HT2A agonist: mouse Htr2a agonists via beta-arrestin recruitment, primary screen, cell-based, luminescence; 5-hydroxytryptamine receptor 2A (Mus musculus), P35363; CHO-K1 mHTR2A beta-arrestin complementation; percent of 30 µM serotonin response; activation, % at 7.6 µM; 0.66% of 360,000 active; AID 624169, 2012;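 active = activation above a run cutoff, the mean activation of all tested compounds plus 3 SD, cut at about 14% in these data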;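 note: 0% = plate median of compound wells and 100% = 30 µM serotonin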
# Target sequence (P35363 whole entry, looked up): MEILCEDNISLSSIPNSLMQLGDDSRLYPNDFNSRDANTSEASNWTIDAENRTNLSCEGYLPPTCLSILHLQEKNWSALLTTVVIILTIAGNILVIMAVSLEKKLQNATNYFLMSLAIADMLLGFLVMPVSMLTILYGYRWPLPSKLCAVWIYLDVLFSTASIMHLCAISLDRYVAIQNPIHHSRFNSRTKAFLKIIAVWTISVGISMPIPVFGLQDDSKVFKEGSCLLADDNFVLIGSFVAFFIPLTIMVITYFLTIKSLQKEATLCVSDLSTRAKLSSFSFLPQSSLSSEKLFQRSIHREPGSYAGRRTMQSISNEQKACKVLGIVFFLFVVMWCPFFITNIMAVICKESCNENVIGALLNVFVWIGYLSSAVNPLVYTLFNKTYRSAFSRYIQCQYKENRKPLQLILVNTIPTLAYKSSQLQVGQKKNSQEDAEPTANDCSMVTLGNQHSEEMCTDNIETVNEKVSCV
# Granule exo inh: LAMP-1 surface exposure blockers, TALL-104 cells – cell-based, flow cytometry, MLPCN library, primary screen | inhibition, % at 10 µM | TALL-104 LAMP-1 surface exposure; cells stimulated with thapsigargin and PMA | AID 651702, 2012 | 0.66% of 360,000 active;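 active = inhibition above about 55%, limit read from the data; inconclusive = no clear call, values can overlap the other calls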
# Cardio protect: cardioprotection against H2O2-induced cell death, primary screen, uHTS, H9c2 cells, ATPLite luminescence | H9c2 cardiomyocytes, H2O2 injury protection, 2 h | 0.63% of 360,000 active | AID 588492, 2011 | protection from H2O2 cell death, % at 20 µM;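 active = compounds giving at least 50% protection of heart cells from peroxide-induced death in the single-dose screen, raw or plate-pattern-corrected value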;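 note: 0% = DMSO wells with peroxide and 100% = DMSO wells without peroxide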
# PDI inh: inhibitors of human PDI, primary screen, biochemical, turbidity, single point, plate reader | Protein disulfide-isomerase (Homo sapiens), P07237 | PDI insulin aggregation turbidity, A650, 90 min | inhibition, % at 10 µM | 0.052% of 350,000 active | AID 588391, 2011;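 active = mean inhibition across replicates of 30% or more, whatever share of single replicates reach that level; inconclusive = mean inhibition below 30% while every single replicate reaches 30%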;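 note: absorbance from insulin aggregation driven by PDI reduction with DTT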
# Target sequence (P07237 whole entry, looked up): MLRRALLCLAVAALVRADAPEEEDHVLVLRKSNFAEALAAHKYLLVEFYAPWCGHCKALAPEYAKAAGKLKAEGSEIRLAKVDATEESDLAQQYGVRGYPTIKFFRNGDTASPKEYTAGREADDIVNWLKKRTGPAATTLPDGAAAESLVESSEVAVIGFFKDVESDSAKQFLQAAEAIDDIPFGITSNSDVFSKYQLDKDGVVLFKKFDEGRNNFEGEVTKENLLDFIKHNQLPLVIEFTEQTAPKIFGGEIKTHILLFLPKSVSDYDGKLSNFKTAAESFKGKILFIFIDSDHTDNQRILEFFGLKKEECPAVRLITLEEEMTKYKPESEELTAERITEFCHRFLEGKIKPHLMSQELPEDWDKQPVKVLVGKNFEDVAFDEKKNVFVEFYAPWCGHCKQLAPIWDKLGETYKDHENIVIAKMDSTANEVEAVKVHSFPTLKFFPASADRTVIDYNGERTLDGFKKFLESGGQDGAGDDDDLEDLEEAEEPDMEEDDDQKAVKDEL
# MC4R ag barr: MC4R agonists recruiting beta-arrestin, primary screen, cell-based, luminescence, agonist arm of biased-ligand search; Melanocortin receptor 4 (Homo sapiens), P32245; U2OS MC4R beta-arrestin complementation; percent of melanotan II response, DMSO zero; activation, % at 8.9 µM; 0.98% of 360,000 active; AID 540308, 2011;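 active = activation above a per-plate cutoff, the mean activation of sample wells on that plate plus 3 SD, cut at about 8% in these data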
# MC4R antagonist: MC4R antagonists of cAMP signaling, primary screen, cell-based, TR-FRET, antagonist arm of biased-ligand search; inhibition, % at 6.5 µM; MC4R-expressing cells, MTII-stimulated cAMP, LANCE TR-FRET; 0.48% of 360,000 active; Melanocortin receptor 4 (Homo sapiens), P32245; AID 540295, 2011;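 active = inhibition above its plate's cutoff, the mean of tested wells on that plate plus 3 SD, cut at about 29% in these data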;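 note: 0% = Melanotan II alone and 100% = Melanotan II plus saturating MCL0020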
#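 Material: human MC4R-expressing U2OS cells. Probe or stimulus: Melanotan II challenge. Dosing: 6.5 µM single dose. Times: 30-min compound, 1-h challenge, 1-h detection, room temperature. Technique: TR-FRET with Eu-cAMP and labeled anti-cAMP, 671 nm. Replication: singlicate.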
# An asterisk follows results filed as active; ? = inconclusive; . = not tested or not shown.
1) OCCN1CCN(C(=S)c2ccc(-c3ccccc3)cc2)CC1
2) Cc1ccccc1N(CC(=O)NC1CCCC1)C(=O)C1(C)CC(=O)N=C2C=CC=CN21 (configuration not stated)
3) COC(=O)[C@@]1(Cc2ccccc2)[C@H]2C(=O)N(Cc3ccccc3)C(=O)[C@H]2[C@H]2CN=C(SCC(=O)c3ccccc3)N21
4) Cc1cc(SCC#N)nc2ccccc12
5) CCCCn1c(SCC(=O)N2CCC(C(=O)OCC)CC2)nc2cc(S(N)(=O)=O)ccc21
screen / no.	1	2	3	4	5
CaV13 ICDI inh	-2	-8	-5	-6	.
ABCB6 inh 2	92	96	94	96	97
ABHD5-PLIN5 inh	-6	1	-10	-2	2
N-glyco inh	0	1	16	1	1
m5-HT2A agonist	-3	2	-3	4	-1
Granule exo inh	-6	-1	6	2	0
Cardio protect	1	7	31	-4	-4
PDI inh	1	2	-6	5	3
MC4R ag barr	0.9	1.2	-0.6	-0.1	1.3
MC4R antagonist	9	4	0	5	9

6) Cc1cc(C)c2ccc3c(C)c(C)nc3c2[nH]1
7) O=C(NCC(=O)N(Cc1cccs1)C(C(=O)NC1CCCCC1)c1ccco1)c1cccs1 (configuration not stated)
8) CC(NC(=O)COC(=O)c1nc(Cl)ccc1Cl)c1ccccc1 (configuration not stated)
9) COC(=O)CN1C(=O)[C@H]2[C@@H](c3ccc(C)o3)N3C(=O)CN(Cc4ccccc4)C(=O)[C@@]3(Cc3ccccc3)[C@H]2C1=O
10) Fc1cccc(NC(=S)Nc2cccc3ccccc23)c1
screen / no.	6	7	8	9	10
CaV13 ICDI inh	-6	4	-5	-10	-3
ABCB6 inh 2	99	101	101	99	94
ABHD5-PLIN5 inh	1	-12	1	4	-10
N-glyco inh	4	-5	1	2	-1
m5-HT2A agonist	4	-2	-9	-2	-5
Granule exo inh	-2	-3	8	0	28
Cardio protect	-5	68*	4	4	-7
PDI inh	-1	1	1	2	-6
MC4R ag barr	3.0	-0.2	-1.1	-1.3	-4.6
MC4R antagonist	-6	-1	0	12	-3

11) O=S(=O)([N-]c1nc2ccccc2nc1-[n+]1ccc(Cc2ccccc2)cc1)c1ccc(Br)s1
12) Nn1cnnc1N/N=C/c1cc(Br)cc(Br)c1O
13) CC(NS(=O)(=O)c1ccc(Br)cc1)c1ccccc1 (configuration not stated)
14) CCOC(=O)c1c(NC(=O)CC2SC(N)=NC2=O)sc(C)c1C (configuration not stated)
15) COc1cc(/C=C2\SC(=S)N(CC(=O)Nc3cccnc3)C2=O)cc(OC)c1OC
screen / no.	11	12	13	14	15
CaV13 ICDI inh	-11	-6	-5	-17	-9
ABCB6 inh 2	110	116	97	100	103
ABHD5-PLIN5 inh	10	-31	5	7	0
N-glyco inh	5	2	1	7	1
m5-HT2A agonist	1	10	-3	-2	1
Granule exo inh	6	1	-10	-4	0
Cardio protect	-14	30	-2	-9	-1
PDI inh	0	4	2	0	-2
MC4R ag barr	0.1	0.3	2.9	0.7	-0.2
MC4R antagonist	6	-3	16	3	17

16) CCCS(=O)(=O)N1CCCC(C(=O)NCc2ccc3c(c2)OCO3)C1 (configuration not stated)
17) O=C(COc1ccc2c(c1)OCO2)Nc1nnc(Cc2ccccc2)s1
18) O=c1ccc(-c2ccc(S(=O)(=O)Nc3cccc(Br)c3)o2)n[nH]1
19) O=C(CSC1=NC(=O)C(c2ccccc2)C(=O)N1)Nc1cccc(Cl)c1 (configuration not stated)
20) CC1(C)CC(=O)C=C(C#CC2(O)CCCCC2)C1
screen / no.	16	17	18	19	20
CaV13 ICDI inh	.	-19	-7	-7	-4
ABCB6 inh 2	103	98	99	92	95
ABHD5-PLIN5 inh	1	-3	-3	5	2
N-glyco inh	2	2	1	1	-2
m5-HT2A agonist	-2	0	6	7	0
Granule exo inh	0	-20	0	?	-3
Cardio protect	7	2	0	13	-8
PDI inh	-4	-11	1	5	1
MC4R ag barr	1.0	1.0	-3.4	3.9	0.9
MC4R antagonist	5	0	-1	0	22

# Next section:
item	mol	CaV13 ICDI inh	ABCB6 inh 2	ABHD5-PLIN5 inh	N-glyco inh	m5-HT2A agonist	Granule exo inh	Cardio protect	PDI inh	MC4R ag barr	MC4R antagonist
21	Cc1nnc(SCc2ccc([N+](=O)[O-])cc2)[nH]c1=O	-3	102	-2	1	0	-1	-3	-14	-1.9	0
22	CCCC(=O)C1=C(O)C(C(=O)OC)C(C)(C)CC1=Nc1ccc(Br)cc1 (configuration not stated)	-2	94	1	-3	0	5	-3	-7	1.0	13
23	CCCNC(=O)C1(C)CCCN(Cc2cccc(Oc3ccccc3)c2)C1 (configuration not stated)	-5	95	-8	-4	-3	-5	0	0	1.5	8
24	CCOc1ccc(S(=O)(=O)N2CCCC(C(=O)N3CCC(C(N)=O)CC3)C2)cc1Cl (configuration not stated)	-8	101	1	3	-2	-5	-1	13	-1.3	-3
25	O=c1c2c(-c3ccc(Cl)cc3)csc2ncn1/N=C/c1cccc([N+](=O)[O-])c1O	-4	96	-1	1	-1	2	28	4	-3.1	1
26	Cc1cc(N2CCOCC2)nc(SCc2c(Cl)cccc2Cl)n1	-17	96	-2	-6	2	-2	-10	-2	-0.9	-5
27	CCS(=O)(=O)N1Cc2ccccc2CC1C(=O)Nc1ccc(F)c(F)c1 (configuration not stated)	-2	163	-1	0	3	3	1	-4	-0.3	-2
28	Cc1ccccc1NC(=S)Nn1cnnc1	-3	97	2	0	7	10	-1	-1	-1.3	-5
29	C[C@H](CO)N1C[C@H](C)[C@H](CN(C)C(=O)NC2CCCCC2)Oc2ncc(Br)cc2C1=O	-6	103	-6	-1	0	3	4	-3	2.4	6
30	CCOc1cc(NC(=O)c2ccccn2)c(OCC)cc1NC(=O)c1ccccc1	-5	101	4	-1	-1	-2	3	4	1.1	15
31	COc1ccc(N2CCN(C3CCCN(C(=O)CCN4CCCCO4)C3)CC2)cc1 (configuration not stated)	-4	102	1	2	3	-2	0	5	-1.8	-1
32	CN(c1cccc(NC(=O)Cc2ccccc2)c1)S(C)(=O)=O	-5	106	1	0	-4	0	-1	-3	-2.5	6
33	COCc1cc(=O)[nH]c(N2CCN(C(=O)c3ccco3)CC2)n1	-14	96	7	0	7	6	-1	8	0.2	13
34	CC(C(=O)Nc1ccccc1C#N)N1C(=O)NC2(CCCCCC2)C1=O (configuration not stated)	-6	96	-10	0	-5	0	-4	-8	0.6	2
35	Cc1nccn1CCCNC(=O)CC1C(=O)NCCN1Cc1ccccc1C(F)(F)F (configuration not stated)	9	102	-5	2	8	0	1	4	-1.4	3
36	Cc1cc(SCC(=O)NC2CCCC2)nc2ccccc12	-2	95	2	-1	7	-12	-4	-5	0.9	16
37	O=C1Cc2ccccc2C(=O)N1Cc1cccc(Cl)c1	-19	104	2	1	-3	2	-7	-9	-0.8	18
38	O=C(C1CCCN1S(=O)(=O)c1cccc2nsnc12)N1CCCCCC1 (configuration not stated)	-6	99	1	0	2	-6	2	1	0.4	11
39	C/C(=N/NC(=O)CC1N=C(Cc2ccccc2)NNC1=O)c1cccnc1 (configuration not stated)	-2	94	0	3	-1	1	13	-8	-3.4	3
40	CCOc1ccc2oc(C(=O)NC3CC(C)(C)NC(C)(C)C3)c(C)c2c1	-2	96	-3	0	1	8	9	1	-1.5	8
41	COc1ccc(C2=NOC3(CC(=O)N(c4ccc(F)cc4)C3=O)C2)cc1 (configuration not stated)	1	102	6	2	1	12	9	-4	1.7	29*
42	CCOc1ccc(C(CC(=O)O)NC(=O)COc2ccc3ccccc3c2)cc1OC (configuration not stated)	-18	97	0	0	13	-9	-1	-4	0.0	23
43	C/C(CC(=O)NCc1ccco1)=N\NC(=O)Cc1cccc2ccccc12	.	110	3	0	-2	-3	6	-11	-1.3	9
44	O=c1cc(CN2CCCc3ccccc32)nc2sccn12	-13	107	7	3	2	4	0	-7	0.4	1
45	Cc1ccc(S(=O)(=O)N2CCC[C@H]2C(=O)OCC(=O)N2c3ccccc3NC(=O)C2(C)C)cc1	-17	96	-2	1	2	1	5	5	0.3	14
46	Cc1cc(Nc2ccc(C(C)C)cc2)n2ncnc2n1	-2	101	3	3	4	0	-3	.	2.8	0
47	CCOC(=O)Cc1csc(NC(=O)c2ccc(NC(C)=O)cc2)n1	.	105	3	2	-1	-4	4	-1	1.3	10
48	O/N=C1/CCCCc2sccc21	-4	97	3	-1	2	0	-3	-6	1.0	0
49	Cc1cc(Br)c(OCc2ccc(C(=O)N/N=C3\CC(=O)CC(C)(C)C3)cc2)c(Br)c1	-6	97	1	-3	-5	0	-8	7	4.0	7
50	CCc1noc(C)c1C(=O)NNC(=O)COc1cc(C)ccc1C	-7	97	-6	1	-7	-1	0	0	-1.5	15
